HEK293 NOD2/NF-kB – inhibition of NOD2-driven NF-kB reporter – cell-based, luminescence, uHTS, HEK293 (AID 1566); HEK293 NOD2/NF-kB luciferase reporter, luminescence; higher % means a stronger effect; inhibition, % at 4 µM; hits with a dose series show EC50 in µM; actives 0.63% (n = 290,000); note: many of its hits are not listed in these tables
Salmonella PhoP GFP – PhoP-dependent GFP reporter repression – Salmonella Typhimurium, primary screen (AID 1863). S. Typhimurium PhoP-regulated promoter GFP reporter, 4 h; higher % means a stronger effect. one-dose inhibition, % at 50 µM; IC50 in µM for titrated hits. actives 0.16% (n = 300,000);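 active = inhibition over 29.93%, a cutoff 3 SD above the screen mean, later confirmed by dose response; inconclusive = inhibition over 29.93% but no dose response follow-up; inactive = inhibition at most 29.93% or unconfirmed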;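 note: 0% = low Mg2+ inducing control and 100% = high Mg2+ repressing control; strong numbers were not always called active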
SIAH1 antagonists – Siah-1 peptide-binding antagonists, primary screen, biochemical, fluorescence polarization, rhodamine-plectin, uHTS (AID 1817) | displacement, % at 20 µM, or IC50 in µM where a hit was titrated | Siah-1 / rhodamine-plectin peptide fluorescence polarization; higher % means a stronger effect | actives 0.02% (n = 290,000);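 active = displacement of at least 50% at 20 µM, with a fluorescence ratio check between 0.3 and a set limit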;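 note: plate controls were Siah plus tracer with DMSO for no effect and tracer alone without Siah for full effect; strong numbers were not always called active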
Myeloid diff 2 – myeloid differentiation induction | ER-HoxA9 myeloid progenitors, lysozyme-GFP differentiation, flow cytometry | calls only at 10 µM | actives 1% (n = 360,000);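 active = normalized GFP-positive differentiation at or above the plate's own cutoff, the solvent-only control mean plus 3 SD; inconclusive = no clear call, values can overlap the other calls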;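 note: cells exposed to compound for four days before flow analysis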
KOR beta-arrestin-1 – KOR agonists, beta-arrestin recruitment, primary screen, cell-based, luminescence, uHTS (AID 1777); KOR beta-arrestin recruitment, luminescence; higher % means a stronger effect; one-dose activation, % at 10 µM; EC50 in µM for titrated hits; actives 0.02% (n = 280,000); in the data active = activation above about 50%, passing the limit was not always enough; note: a part of the inactive calls stands beside numbers as strong as those of hits
NOD1 NF-kB reporter – inhibition of NOD1-driven NF-kB reporter – cell-based, luminescence, uHTS, primary screen (AID 1578); NOD1-driven NF-kB luciferase reporter cells, luminescence; higher % means a stronger effect; one-dose inhibition, % at 4 µM; EC50 in µM for titrated hits; actives 1% (n = 290,000); in the data active = inhibition mostly above about 36%, no sharp cut-off; inactive = mostly below about 34%;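 note: HEK-293T reporter cells stimulated with the NOD1 agonist gamma-tri-DAP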
LYP inhibition – PTPN22 lymphoid phosphatase activity blockers – biochemical, fluorescence intensity, uHTS (AID 1779); one-dose inhibition, % at 11.5 µM; IC50 in µM for titrated hits; recombinant LYP phosphatase, fluorescence intensity; higher % means a stronger effect; actives 0.054% (n = 290,000);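 note: plate controls were vehicle with enzyme for no effect and no enzyme for full effect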
KOR beta-arrestin-2 – kappa opioid receptor blockers – cell-based, luminescence, uHTS (AID 1778) | one-dose inhibition, % at 10 µM; IC50 in µM for titrated hits | KOR beta-arrestin recruitment, luminescence, antagonist mode; higher % means a stronger effect | actives 0.091% (n = 290,000); note: strong numbers were not always called active
HIV fusion peptide – cell-free HIV fusion peptide-binding blockers – biochemical, uHTS, fluorescence dequenching, primary screen (AID 1986) | inhibition, % at 20 µM, or IC50 in µM where a hit was titrated | actives 0.3% (n = 290,000) | cell-free peptide binding, fluorescence dequenching, 30 min; higher % means a stronger effect; in the data active = inhibition mostly above about 52%, no sharp cut-off; inactive = mostly below about 76%; note: some results filed as inactive read as strong as hits
Myeloid diff 2 GFP+ MAC1+ % – also measured in Myeloid diff 2; calls as there; GFP+ MAC1+ double positive, %; measured here: differentiation confirmed by MAC1 staining
* marks the source's active call; other numbers are inactive results; i = inactive; u = inconclusive; x = not tested or not shown; [ ] = another dose, or the depositor's remark. Cut-off read from the data, not from the text of the source, unless noted: active = inhibition above about 50%; inactive = the rest.

Order of values: HEK293 NOD2/NF-kB	Salmonella PhoP GFP	SIAH1 antagonists	Myeloid diff 2	Myeloid diff 2 GFP+ MAC1+ %	KOR beta-arrestin-1	NOD1 NF-kB reporter	LYP inhibition	KOR beta-arrestin-2	HIV fusion peptide
(1) O=C(COC(=O)C1=COCCO1)NCc1ccc(Cl)cc1
→ 6%	9%	-2%	i	0.8	6.3%	2%	-6%	-39%	0.4%
(2) CCCc1cc(C(=O)N2CCCC(Cc3cccc(Cl)c3)(C(=O)OCC)C2)n(C)n1 (stereo not drawn)
→ -11%	6%	-1%	i	2.1	3.2%	-12%	-9%	-18%	-1.9%
(3) CN(Cc1ccncc1)C1CC(=O)N(c2ccc(F)cc2)C1=O (stereo not drawn)
→ -25%	-11%	-6%	i	0.1	0.8%	5%	-2%	-7%[20 µM]	-2.1%
(4) CCCCOC(=O)C1=C(C)Nc2ncnn2C1c1ccc(OC)c(OC)c1 (stereo not drawn)
→ 2%	-1%	0%	i	0.4	1.4%	-15%	-4%	1%	-3.0%
(5) Cc1ccc(S(=O)(=O)NNC(=O)Nc2ccc(Cl)c(Cl)c2)cc1
→ -16%	3%	-3%	i	0.4	-0.9%	-10%	-6%	-52%[20 µM]	2.3%
(6) COc1ccccc1C(=O)Nc1ccc(S(=O)(=O)NC2=NCCCCC2)cc1
→ 1%	9%	6%	i	0.8	-4.9%	-29%	-4%	-26%	0.9%
(7) COc1ccccc1OCCC(=O)OCCN1C(=O)c2ccccc2C1=O
→ 8%	-1%	2%	i	1.2	-3.9%	-3%	-8%	21%	0.2%
(8) CC1CCc2nc(/C(C#N)=C/c3ccncc3)sc2C1 (stereo not drawn)
→ -21%	1%	-6%	i	0.0	3.7%	64%*	-8%	-40%	1.9%
(9) COc1ccc(-c2nnc(-c3cc4ccccc4oc3=O)o2)cc1
→ 6%	-8%	-2%	i	5.3	-6.4%	-27%	-7%	5%	0.1%
(10) O=C(NCc1cccnc1)Nc1cccc(C(F)(F)F)c1
→ 1%	1%	3%	i	1.2	0.7%	-16%	-8%	7%	1.4%
(11) O=C(Nc1cccc2ccccc12)c1ccc(F)cc1
→ 5%	-2%	0%	i	0.6	-1.6%	-37%	-6%	2%	0.6%
(12) CCOc1ccc(CNS(=O)(=O)c2c(C)nc3scc(C)n3c2=O)cc1OC
→ 0%	0%	11%	i	0.6	-0.4%	9%	-10%	-35%	0.8%
(13) COc1ccc(C2(C(F)(F)F)NC(=O)N(C)C(=O)N2C)cc1 (stereo not drawn)
→ 9%	22%	0%	i	2.2	3.3%	-18%	-3%	-17%	4.1%
(14) COc1cc(C#Cc2c(-c3ccccc3)n(C)c3ccccc23)cc(OC)c1
→ 13%	7%	3%	i	0.9	1.1%	14%	-10%	-32%[20 µM]	4.1%
(15) CCOC(=O)CN/C=C(\C#N)c1ccc(F)cc1
→ 2%	-3%	10%	i	0.5	-3.8%	-22%	-8%	0%[20 µM]	1.2%
(16) O=C(COC(=O)C1CC2C=CC1C2)Nc1cccc(S(=O)(=O)N2CCOCC2)c1 (stereo not drawn)
→ 1%	-12%	-1%	i	0.8	3.4%	6%	-3%	4%	-0.5%
(17) CC(C)/C=N/Nc1nc2c(c(=O)n(C)c(=O)n2C)n1C
→ 1%	-2%	-2%	i	0.5	-0.4%	-9%	-2%	13%	-2.1%
(18) Cc1ccn2c(NC3CCCC3)c(-c3ccccn3)nc2c1
→ -65%	-8%	-9%	i	0.5	-0.1%	6%	-5%	13%	-0.3%
(19) CCOC(=O)c1sc2ncnc(N3CCN(CC)CC3)c2c1C
→ 16%	-5%	9%	i	0.1	-6.5%	-21%	-6%	30%	0.5%
(20) CC(C)NC(=O)Cn1nc(C(F)(F)F)c2c1CCC2
→ 11%	-5%	1%	i	2.7	7.9%	2%	-14%	4%	0.3%
(21) COc1cccc(-c2ccc(NC(=O)C3CCCN(Cc4ccco4)C3)cc2)c1 (stereo not drawn)
→ 7%	7%	0%	i	2.6	2.6%	-40%	-5%	-3%	2.3%
(22) O=C(O)Cn1c(=O)c2c3c(sc2n(Cc2ccccc2F)c1=O)CCCC3
→ 17%	22%	2%	i	0.8	-4.9%	-3%	-3%	13%	3.4%
(23) Cc1cccc(N2CC(C(=O)Nc3nnc(SCC(=O)NCC4CCCO4)s3)CC2=O)c1 (stereo not drawn)
→ -5%	-1%	9%	i	0.8	-1.1%	-42%	-4%	2%	14%
(24) Cc1cccc(-n2ncc3c(N(CCO)CCO)ncnc32)c1
→ -25%	-8%	22%	i	1.5	-1.2%	-28%	-5%	35%	-0.7%
(25) Nc1ccc(S(=O)(=O)NC2(C(F)(F)F)NC(=O)N(c3ccc(F)cc3)C2=O)cc1 (stereo not drawn)
→ 5%	10%	1%	u	x	-0.5%	10%	-4%	5%	-0.7%
(26) CCOC(=O)N1CCC(NC(=O)c2cc(S(=O)(=O)N3CCCCC3)ccc2F)CC1
→ 5%	-12%	-5%	i	0.6	-2.5%	-10%	-7%	2%	0.3%
(27) Cn1c(SCC(=O)NCCc2ccccc2)nnc1C1CCCCC1
→ 17%	-1%	1%	i	3.3	-3.2%	-7%	-9%	2%	-0.3%
(28) CCOC(=O)c1oc2ccc(Cl)cc2c1NC(C)=O
→ 17%	6%	4%	i	0.8	-4.1%	-22%	-5%	-9%	-1.9%
(29) CCC(CC)C(=O)Nc1nnc(S(=O)(=O)N(CC)c2ccc(OC)cc2)s1
→ 4%	5%	11%	i	0.7	-2.7%	-4%	1%	-21%	2.5%
(30) Cc1nn(CC(=O)N2CCC(C)CC2)c(=O)c2cccn12
→ 5%	0%	0%	i	3.8	-5.0%	6%	-7%	-4%	-1.7%
(31) Cc1ccsc1/C=N/NC(=O)c1nnn(-c2nonc2N)c1-c1ccc2c(c1)OCO2
→ 18%	-6%	0%	i	0.7	3.1%	-16%	-4%	-8%	0.2%
(32) Cc1cc(Oc2ccc(=O)n(C)n2)nc(Oc2ccc(=O)[nH]n2)n1
→ 8%	-6%	-2%	i	1.0	9.4%	-24%	-4%	17%	1.9%
(33) BrC(=C\c1ccccc1)/C=N/N1CCN(c2ccccc2)CC1
→ -45%	5%	1%	x	x	5.9%	-42%	0%	-2%	-1.0%
(34) Cc1nc(C)c(-c2ccc(SCc3cccc(F)c3)nn2)s1
→ -3%	-4%	1%	i	2.2	9.9%	-4%	0%	-26%	-0.8%
(35) S=C(NNc1nc(Nc2ccccc2)nc(N2CCCCC2)n1)NC1CCCCC1
→ -4%	3%	4%	i	0.4	-6.0%	-22%	8%	6%	-1.1%
(36) Cc1ccc(NC(=O)C2=C(O)CCn3c2nc2ccccc23)cc1
→ 14%	-8%	7%	i	1.0	5.8%	3%	-6%	-22%	-3.4%
(37) CCOC(=O)Cc1csc(NC(=O)c2ccco2)n1
→ -32%	16%	4%	i	2.0	-2.5%	x	-3%	2%	-0.5%
(38) O=C(CN1CCCCC1)NNC(=O)c1ccc([N+](=O)[O-])cc1
→ 18%	1%	9%	i	3.4	3.7%	-17%	-8%	-13%	0.9%
(39) COC(=O)c1cc(NC(=O)c2cc(C(C)(C)C)nn2Cc2ccc(F)cc2)ccc1N1CCOCC1
→ 11%	0%	-7%	i	1.1	-0.6%	7%	9%	38%	-1.2%
(40) COc1ccc(NC(=O)c2[nH]c(C)c(C(C)=O)c2C)cc1S(=O)(=O)N1CCOCC1
→ -17%	0%	0%	i	0.2	-2.0%	-38%	-1%	x	-1.9%
(41) Cc1cccc(C)c1OCc1cc(C(=O)N2CCN3CCCC3C2)no1 (stereo not drawn)
→ 5%	-3%	4%	i	3.0	-0.5%	-30%	-5%	-12%	2.5%
(42) COc1ccccc1/C=C/C(=O)N1CCC(c2ccccc2)C1 (stereo not drawn)
→ -114%	10%	-1%	i	0.4	-0.1%	-98%	6%	x	-0.5%
(43) CC1CCc2sc(C(=O)N/N=C/c3ccc(O)cc3)cc2C1 (stereo not drawn)
→ -37%	3%	0%	i	0.5	-1.5%	-10%	5%	1%	-0.6%
(44) CC(=O)c1cccc(NC(=O)C(OC(=O)c2ccccc2NS(=O)(=O)c2cccs2)c2ccccc2)c1 (stereo not drawn)
→ 9%	-2%	10%	i	0.6	1.8%	30%	-8%	29%	1.9%
(45) COc1cccc(Sc2cc(N3CCOCC3)nc(-c3ccccc3)n2)c1
→ 11%	-1%	7%	i	0.3	-0.5%	30%	-3%	18%	1.5%
(46) Cc1cc(OCc2cc(C(=O)NCc3csc(C(C)C)n3)no2)cc(C)c1Cl
→ 12%	3%	-5%	i	1.0	1.7%	0%	-8%	10%	0.2%
(47) COCCNC(=O)Cn1cc(S(=O)(=O)N2CCN(c3ccccc3F)CC2)c2ccccc2c1=O
→ 0%	3%	1%	i	0.5	-0.9%	-21%	4%	4%	-0.2%
(48) O=C(NCC1CCCO1)C(c1ccncc1)N(Cc1cccs1)C(=O)CN1C(=O)c2ccccc2S1(=O)=O (stereo not drawn)
→ 10%	2%	-1%	i	0.0	x	4%	-6%	-3%[20 µM]	-1.4%
(49) O=C(CCCn1c(=O)c2sccc2n(CC(=O)NCc2ccco2)c1=O)NCc1ccco1
→ 6%	-9%	0%	i	0.6	-1.8%	-18%	0%	12%	0.6%
(50) CC(=O)NCCc1nc2cc(NS(=O)(=O)c3ccc(Cl)cc3)ccc2n1C
→ 8%	0%	-2%	i	0.7	-4.8%	23%	-12%	-8%	0.3%
(51) CCCC1S/C(=N/N=C/c2ccco2)NC1=O (stereo not drawn)
→ 9%	-11%	2%	i	0.2	-2.0%	-40%	-2%	-17%	20%
(52) CCOP(=O)(OCC)C(Nc1ccc(F)cc1)c1ccccc1 (stereo not drawn)
→ 6%	-11%	1%	i	0.4	-0.2%	-7%	-7%	-30%	-0.6%
(53) Cc1onc(-c2ccccc2)c1C(=O)NC(=S)NNC(=O)c1ccc(O)cc1
→ 26%	-8%	-11%	i	0.5	3.3%	44%	-2%	-25%	0.4%
(54) O=C(NNS(=O)(=O)c1ccc(F)cc1)C1CCN(Cc2cccc(F)c2)CC1
→ 4%	1%	-3%	i	0.7	-0.2%	-20%	-8%	-5%	0.4%
(55) O=C(CSc1ccc2nnc(-c3ccccn3)n2n1)Nc1ccccc1C(F)(F)F
→ 8%	3%	-1%	i	0.3	3.4%	6%	-8%	2%	-1.4%
(56) N#CC1=C(N)Oc2cc(O)ccc2C1c1ccc(Br)s1 (stereo not drawn)
→ -4%	-3%	1%	i	0.2	-4.7%	-1%	-10%	21%[20 µM]	-0.5%
(57) O=C(NCc1ccccn1)c1cn(-c2ccccc2)nc1-c1ccc(Cl)cc1
→ -1%	33%	3%	i	1.5	-2.5%	-32%	-5%	-25%	-0.7%

Along the list, quoted from above:
Nos. 42 to 46 in LYP inhibition: 6%, 5%, -8%, -3%, -8%
Nos. 42 to 46 in SIAH1 antagonists: -1%, 0%, 10%, 7%, -5%

Screens as filed in PubChem.

Not all compounds are listed; rates above refer to the full screens.
